Compound activity from PubChem.
RmlCD inh 1536: blocks M. tuberculosis RmlC and RmlD coupled enzymes. P9WH09+P9WH11. actives 0.03% (n = 160,000). AID 1533. inhibition, % at 3.6 µM. RmlC+RmlD coupled enzyme assay, percent inhibition; primary screen in compound mixtures; in the data active = inhibition mostly above about 34%, no sharp cut-off; note: some results filed as inactive read as strong as hits
Target sequence (P9WH09 whole entry, looked up): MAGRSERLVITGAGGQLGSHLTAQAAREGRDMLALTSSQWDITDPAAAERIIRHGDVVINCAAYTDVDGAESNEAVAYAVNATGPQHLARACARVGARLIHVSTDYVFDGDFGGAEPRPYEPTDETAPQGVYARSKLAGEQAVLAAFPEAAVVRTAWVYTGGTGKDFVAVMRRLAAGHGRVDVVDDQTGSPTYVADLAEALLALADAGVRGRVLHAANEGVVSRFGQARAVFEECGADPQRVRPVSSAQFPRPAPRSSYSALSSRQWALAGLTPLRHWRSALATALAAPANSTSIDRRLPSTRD
Target sequence (P9WH11 whole entry, looked up): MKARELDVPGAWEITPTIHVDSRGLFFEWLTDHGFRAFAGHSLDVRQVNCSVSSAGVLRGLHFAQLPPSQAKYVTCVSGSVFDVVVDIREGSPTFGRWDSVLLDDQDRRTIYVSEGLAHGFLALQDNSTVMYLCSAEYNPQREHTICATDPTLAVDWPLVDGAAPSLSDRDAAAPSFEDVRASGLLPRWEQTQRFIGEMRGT
GlmU inhibition: inhibition of mycobacterial GlmU enzyme – biochemical, glucosamine-1-phosphate acetyltransferase (AID 1376) | one-dose inhibition, %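 (tested at 30 µM in the primary screen)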; IC50 in µM for titrated hits | M. tuberculosis GlmU acetyltransferase enzyme assay; higher % means a stronger effect | actives 0.25% (n = 220,000); in the data active = inhibition above about 13%;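 note: 0% = complete reaction with vehicle and 100% = reaction without substrate; strong numbers were not always called active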
* = called active by the depositor; / = not tested or not shown; & = joins results of further samples.

Start of the data: the first 2 entries, to show the layout:
smiles,RmlCD inh 1536,GlmU inhibition
CC(=O)c1c(C)nc(-c2ccc(OCC(=O)Nc3ccccc3)cc2)n1O,26,2.2%
COC(=O)c1cn(C(=O)c2ccccc2Cl)c2ccccc12,-14,-5.0%

Results, from the first entry:
smiles,RmlCD inh 1536,GlmU inhibition
CC(=O)c1c(C)nc(-c2ccc(OCC(=O)Nc3ccccc3)cc2)n1O,26,2.2%
COC(=O)c1cn(C(=O)c2ccccc2Cl)c2ccccc12,-14,-5.0%
O=C(N1CCN(c2ccccc2F)CC1)C12CC3CC(CC(C3)C1)C2,-6,8.1%
CN1CCN(C(=O)Cc2ccccc2)CC1,-13,2.8%
O=C1C2CC=CCC2C(=O)N1c1ccc(NCCc2ccc(Cl)cc2)c([N+](=O)[O-])c1 (stereo not given),1,5.4%
CCO[C@@H]1OC(C(=O)O)=C[C@H](c2csc3ccccc23)[C@H]1CCCO,/,-4.6%
Cc1cc(Br)c(Cl)cc1NC(=O)CN1C(=O)C2C3CC(c4ccccc4)C(C3)C2C1=O (stereo not given),0,-0.1%
CCC(N)C12CC3CC(CC(O)(C3)C1)C2 (stereo not given),/,-1.5%
CN(C)S(=O)(=O)N1CCN(c2cc(Cl)ccc2Cl)CC1,-12,-3.2%
COc1ccc(/C=C/C(=O)NC(=S)NNC(=O)Cc2cccs2)cc1OC,/,2.0%
CN(C)CCSc1nc(N)c2c3c(sc2n1)CN(C)CC3,/,-10%
CC(=O)C1=C(c2ccccc2)NC(=O)NC1c1ccccc1OCC(=O)NCc1ccccc1 (stereo not given),79,-3.8%
COc1ccc(N2CCN(C(=S)NCc3ccccc3)CC2)cc1,8,0.5%
NC(=O)C(CC(=O)O)NC(=O)[C@@H]1CCCCNc2c(I)cc([N+](=O)[O-])cc2C(=O)N[C@@H](CO)C(=O)NCC(=O)N1 (stereo not given in full),/,3.4%
CCC(=O)NC(=S)Nc1ccc(NC(=O)c2ccc(OC)cc2)cc1,/,1.9%
Cc1ccc2nc(-c3cccs3)oc(=O)c2c1,3,-2.7%
CC1(C)CN=C(NCc2ccccc2Cl)S1,10,4.8%
Cc1ccc(N2C(N)=NC(N)=NC2(C)C)c(C)c1,-8,2.3%
O=C(c1ccccn1)C1CCCN(Cc2nc(Cc3cccc(F)c3)no2)C1 (stereo not given),/,5.5%
COc1nc(N)c(C#N)c(-c2ccc(N(C)CCC#N)cc2)c1C#N,13,-5.0%
O=C(CSc1nnc(-c2cccc(S(=O)(=O)N3CCOCC3)c2)n1C1CCCCCC1)NCc1ccccc1,-2,0.8%
Cc1oc(-c2cccs2)nc1CS(=O)CC(=O)NCc1ccc2c(c1)OCO2 (stereo not given),/,2.5%
O=P1(NC2CCCC2)COc2ccccc2OC1,2,1.8%
COCc1cc(=O)[nH]c(SC)n1,-6,0.5%
N#Cc1c(NC(=O)c2nc3ncccn3n2)sc2c1CCCCC2,/,-1.7%
O=C(Cn1ncc2c3ccccc3n(Cc3ccccc3F)c2c1=O)N1CCC2(CC1)OCCO2,-8,0.3%
COc1cc(NC(=O)COC(=O)CC(C)(C)C)c(C)cc1[N+](=O)[O-],-12,0.5%
CC(=O)CCc1oc2ccccc2c1-c1ccccc1,-11,0.0%
CCCCc1cc(=O)oc2cc(OCc3nn[nH]n3)c(Cl)cc12,7,2.9%
CCn1cc(C(=O)NCC2CCCO2)c2cc(OC)c(OC)cc2c1=O (stereo not given),/,0.0%
Cc1ccc(C(=O)N/C(=C\c2ccc3c(c2)OCO3)C(=O)Nc2ccc(C(=O)O)cc2)cc1,11,3.2%
CC(=O)Nc1nc(C(=O)O)cs1,11,-1.6%
CCCCn1c(SCC(=O)Nc2nnc(C)s2)nc2c1c(=O)n(C)c(=O)n2C,/,2.6%
CNS(=O)(=O)c1cccc(C(=O)OCc2cc(C(C)=O)ccc2OC)c1,-4,-8.0%
COc1ccc(C(=O)c2c[nH]c(C(=O)NCc3cccnc3)c2)cc1,-1,-2.9%
C=CCN1CCc2c(cc(O)c(O)c2Br)[C@@H](c2ccccc2)C1,/,1.9%
Cc1ccn(C)c(=N)c1,/,1.1%
COc1ccccc1NC(=O)CSc1nc(O)cc(=O)[nH]1,9,-0.1%
Cc1cc(N2CCN(Cc3cn(C)nc3-c3ccccc3F)CC2)cc(C)n1,-6,0.2%
COc1ccc(Cc2noc(CN(C)CC3CCN(Cc4ccccc4)CC3)n2)cc1OC,/,-3.0%
Cc1nc(C(=O)NNC(=O)c2ccccc2)c(C(F)(F)F)o1,-5,/
Cc1c(NC(=O)CSc2nnc(Nc3ccccc3)s2)c(=O)n(-c2ccccc2)n1C,9,2.5%
CCCn1c(SCC(=O)Nc2nc(C)c(C(=O)OC)s2)nnc1C(C)C,2,3.1%
COCCn1c(N)c(N(Cc2ccccc2)C(=O)c2cc3ccccc3o2)c(=O)[nH]c1=O,7,-1.4%
Cc1cc(C)cc(-c2nc(-c3ccncc3)no2)c1,-4,-1.2%
Cc1ccc(-c2nc(-c3ccccn3)no2)cc1[N+](=O)[O-],11,-2.9%
COc1ccc(OCC(=O)N2CCN(C(=O)c3ccco3)CC2)cc1,0,1.2%
Cn1c(NC(=O)/C=C/c2ccccc2)cc(=O)n(C)c1=O,4,-1.1%

3 structures from above, arranged by formula weight, lowest first:
smiles,RmlCD inh 1536,GlmU inhibition
Cc1ccn(C)c(=N)c1,/,1.1%
Cc1nc(C(=O)NNC(=O)c2ccccc2)c(C(F)(F)F)o1,-5,/
Cc1c(NC(=O)CSc2nnc(Nc3ccccc3)s2)c(=O)n(-c2ccccc2)n1C,9,2.5%

Additional results.
smiles,RmlCD inh 1536,GlmU inhibition
CCCCN(CC)C(=O)c1ccccc1Oc1ccccc1,9,4.9%
Cc1ccccc1C(=O)OC1OC(=O)C(Cl)=C1Nc1ccccc1 (stereo not given),-6,-0.7%
O=C(Nc1ccc(S(=O)(=O)N2CCOCC2)cc1)C1CCCCC1,11,0.8%
C=CCOC(=O)C1=C(C)OC(N)=C(C#N)C1c1ccc2c(c1)OCO2 (stereo not given),-8,-0.4%
Cc1ccc(CNC(=O)[C@H](C)[C@H]2C[C@]2(C)[C@H](NC(=O)OCc2ccccc2)c2ccccc2)o1,/,1.1%
Cc1cc(=O)oc2cc(OCc3ccc(C(=O)OCC(=O)Nc4ccccc4OC(F)F)cc3)ccc12,12,-10%
CCOc1ccccc1NC(=O)C(=O)N/N=C/c1ccc([N+](=O)[O-])cc1,-13,-2.2%
CC1(C)Cc2c(cnn2-c2ccccc2)-c2c1c1ccccc1n2CC(O)CCl (stereo not given),/,2.6%
COc1ccc(CCCc2nnc(SCC(=O)Nc3ncc(C)s3)o2)cc1,-12,-0.8%
CC(C)c1nc(SCC(=O)N2CCOCC2)c2c(=O)n(C)c(=O)n(C)c2n1,-9,-1.0%
NC(=O)c1nnsc1Sc1c(C(N)=O)nnn1-c1cccc(N)c1,7,0.3%
Cc1cc(-c2ccco2)n(CC(=O)NCCCc2ccccc2)n1,65,4.5%
O=C(COC(=O)Cn1cnc2ccccc21)NCCc1ccc(Cl)cc1,-4,-2.0%
Cc1ccccc1NC(=O)Cn1c(NCC(C)O)nc2ccccc21 (stereo not given),-4,5.1%
Cc1cc(Nc2ccccc2O)c2ccccc2n1,-8,-2.7%
O=C(c1ccccc1)N(C1=NCCCCS1)c1ccccc1,-7,-3.9%
COc1ccc(OC)c(N2C(N)=NC(N)=NC23CCCC3)c1,-7,-1.7%
CC1CCN(C(=O)c2ccc(CSc3nc4ccncc4n3Cc3ccc(F)cc3)cc2)CC1,/,-4.3%
Fc1ccccc1N1CCN(c2cnc3ccccc3n2)CC1,6,-3.0%
O=C(Cc1ccc(Cl)cc1)Nc1ccc2oc(-c3ccncc3)nc2c1,/,-6.3%
COc1ccc(C(c2sc3ncnn3c2O)N2CCN(c3ccccc3F)CC2)cc1OC (stereo not given),-5,4.8%
O=C1OC(/C=C/c2ccc(Cl)cc2)=NC/1=C/c1ccco1,-10,5.0%
CC(=O)c1sc2nc(=O)c(C)nn2c1C,5,3.4%
COc1ccc(OC)c(CN2CCN(CCc3ccccc3)C(CCO)C2)c1 (stereo not given),/,3.4%
CN1CCC(OC(=O)C2c3ccccc3Oc3ccccc32)CC1,12,-0.7%
COc1ccc(NC(=O)C2CCN(C(=O)Cc3ccccc3)CC2)c(OC)c1,5,3.6%
CC(=O)Nc1ccc(S(=O)(=O)Nc2nc3ccccc3nc2Nc2cccc(O)c2)cc1,6,4.7%
S=C(Nc1ccccc1)c1ccccn1,-3&5,-2.2%
O=[N+]([O-])c1ccc(N2CCOCC2)cc1SCc1ccco1,-7,-0.7%
CCC1C(=O)N=C(SCC(=O)Nc2ccccc2)NC1=O (stereo not given),/,0.3%
Cc1ccc(S(=O)(=O)N(C)C)cc1NC(=S)NC1CCCC(C)C1C (stereo not given),7,-4.3%
Cc1ccc2nsnc2c1NC(=O)c1sc2ccccc2c1Cl,3,-2.5%
O=C(c1cccn(Cc2ccc(Cl)c(Cl)c2)c1=O)N1CCOCC1,4,0.8%
Cc1cc(C)cc(N2CC(O)=C(c3nc4ccccc4c(=O)[nH]3)C2=N)c1,8,-7.1%
COc1ccc(CN(C)C(=O)CCl)cc1,-15,2.0%
CCOC(=O)C1(CCOc2ccccc2)CCN(Cc2cccc3c2OCO3)CC1,8,0.4%
COC(C/C=C/C(=O)[C@H](C)OCc1ccccc1)OC,/,2.1%
Cn1cccc1/C=C1\SC(=S)N(NC(=O)c2ccccc2)C1=O,0,1.7%
N#CC(C#N)=C1C(=O)N(CCN2CCOCC2)c2ccccc21,6,-4.0%
CCNC(=O)COC(=O)c1cccc(Br)c1,-2,-2.9%
CCOC(=O)c1c(C)[nH]c(C)c1C(=O)CSc1nc2ccccc2c(=O)n1-c1ccc(F)cc1,/,-2.7%
COc1ccc(CCNC(=O)CSc2nnc(-c3cccc(C)c3)o2)cc1OC,/,4.7%
NNC(=O)c1cc2cc3ccccc3nc2s1,-9,1.3%
Nc1ccc2oc(-c3ccccn3)nc2c1,-11,-6.5%
Cc1ccc(C)c(N2CCN(CC(=O)Nc3ccc([N+](=O)[O-])cc3C(=O)Nc3ccccc3F)CC2)c1,/,0.3%
NS(=O)(=O)c1ccc(CCNC(=O)COC(=O)CCSc2ccc(Cl)cc2)cc1,/,-0.5%
Fc1ccccc1OCC1CCCN(Cc2nc(CC3CC3)no2)C1 (stereo not given),/,1.0%
CCOC(=O)c1c(CN2CCCCC2)n(C)c2cc(Br)c(O)cc12,/,2.4%

The final 3 compounds of the section before open the next one:
smiles,RmlCD inh 1536,GlmU inhibition
NS(=O)(=O)c1ccc(CCNC(=O)COC(=O)CCSc2ccc(Cl)cc2)cc1,/,-0.5%
Fc1ccccc1OCC1CCCN(Cc2nc(CC3CC3)no2)C1 (stereo not given),/,1.0%
CCOC(=O)c1c(CN2CCCCC2)n(C)c2cc(Br)c(O)cc12,/,2.4%
Cc1c(C(=O)NC(=S)Nc2ccc(N3CCOCC3)cc2)cccc1[N+](=O)[O-],4,6.9%
COc1ccc(CC(=O)OCC(=O)NCc2ccc(Cl)cc2)cc1,/,-0.5%
Cc1cccc(CN2CCNC2=O)c1,11,-0.9%
COc1ccc(N2CCN(C(c3ccccc3)c3nnnn3Cc3ccc(F)cc3)CC2)cc1 (stereo not given),3,-0.5%
COc1ccc(CN(Cc2cc3ccc(C)cc3[nH]c2=O)Cc2nnnn2C2CCCC2)cc1,/,0.4%
CCOC(=O)c1cc(CC)sc1NC(=O)Cc1ccsc1,/,4.7%
CCOc1ccc(OCCCCNCCN)cc1,5,/
COC(C/C=C/[C@H](O)[C@H](C)OCc1ccccc1)OC,/,6.6%
CC(C)(C)OC(=O)C(Cc1ccc(OC(C)(C)C)cc1)NC(=O)CNC(=O)OCc1ccccc1 (stereo not given),/,1.4%
COC(=O)C1CCN(C(=O)COC(=O)CCc2nc3ccccc3c(=O)[nH]2)CC1,1,3.7%
O=C(COC(=O)CNC(=O)c1ccco1)NCc1ccc(F)cc1,/,-2.1%
CCNc1nc(SC)nc(N(C#N)CC(=O)OC)n1,/,0.4%
CC(C)(C)C(=O)N/C(N)=N/c1nc2ccccc2o1,/,2.0%
CS(=O)(=O)c1ccc2nc(NC(=O)C3C4C=CC(C4)C3C(=O)O)sc2c1 (stereo not given),/,2.2%
O=C(O)CSc1ncccn1,5,-2.6%
COC(=O)c1ccc(COC(=O)c2ccccn2)cc1,/,0.5%
O=C(CCSc1ccccc1Cl)Nc1cccc([N+](=O)[O-])c1,3,5.9%
O=C(NNS(=O)(=O)c1ccccc1)c1ccc(O)cc1,0,6.1%
C=CCNC(=O)c1ccc(C)cc1Cl,/,2.5%
Cc1ccccc1NC(=S)NCc1ccc(Cl)cc1,2,-0.7%
NS(=O)(=O)c1ccc(Cc2ncc(C(F)(F)F)cc2Cl)s1,8,/
CN(C)/C=C(/C(=O)c1ccc(Cl)cc1Cl)S(=O)(=O)c1ccc(Cl)cc1,-5,-1.9%
Cc1ccc(Oc2ncc(CN3CCOCC3)s2)cc1,15,12%
CCN1C(=O)/C(=C\c2nc3ccccc3c(=O)n2CC)c2ccccc21,5,-3.3%

Not all compounds are listed (hit frequency here may not be typical).
